Screening results deposited in PubChem by National Center for Advancing Translational Sciences (NCATS).
GAA glycogen mod: qHTS Assay for Inhibitors and Activators of Human alpha-Glucosidase Cleavage of Glycogen. recombinant GAA, glycogen substrate, Amplex Red glucose oxidase fluorescence. Potency, µM (titrated, usually from 76.4 µM), inactives show top-dose activity change, negative = inhibition, hits mostly inhibitors. AID 2100, 2009. hit rate 0.38% among 300,000; active = well fitted inhibition curve with a large enough effect; inconclusive = small, poorly fitted or top-dose-only effect, or another doubt; inactive = no such curve, though single readings can be large or run the other way;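 also: 0% = full enzyme reaction and -100% = no-enzyme basal signal; the screen sought inhibitors and activators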
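Natural-substrate format: glycogen cleavage by 4 nM human enzyme, glucose read by Amplex Red coupling (Ex 573, Em 610 nm). Normalized to enzyme and no-enzyme controls.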
Active calls of the source: *; ? = inconclusive; [ ] = dose if it differs, or a comment. Potency is read from the fitted curve at half-maximal effect. This is a subset (hit frequency here may not be typical).

| mol | GAA glycogen mod |
| --- | --- |
| Cc1ccc(C)c(S(=O)(=O)N2CCN(C(=O)c3cncc(Br)c3)CC2)c1 | 2% |
| CCCN1CCN(S(=O)(=O)c2ccc3c(c2)CC(C)N3C(=O)C2CC2)CC1 (centres undefined) | -2%[76.3 µM] |
| COc1ccc(CC(=O)N/N=C(/C)CC(=O)N(C)c2ccccc2)cc1 | -7% |
| CC(C)CC(=O)c1c[nH]c(C(=O)NCc2ccccc2)c1 | -2% |
| COc1cc(OC)cc(C(=O)NC2CCCCCCC2)c1 | -1% |
| CC(Cc1ccco1)NC(=O)c1cccc(S(=O)(=O)N(C)C)c1 (centres undefined) | -2% |
| COc1ccc(-n2nc(C(=O)NCC(=O)N3CCN(c4ccccc4F)CC3)c3ccccc3c2=O)cc1OC | -1% |
| CCC(C(=O)NCc1cccnc1)n1nc(C)n2c(cc3occc32)c1=O (centres undefined) | 0%[76.3 µM] |
| Cc1ccc(CN(CC(=O)NCC2CCCO2)S(=O)(=O)c2ccc(C)cc2)cc1 (centres undefined) | -5% |
| COc1ccc(S(=O)(=O)NCc2cccnc2)cc1C(=O)N1CCCCC1 | 9%[76.3 µM] |
| COc1ccc(-c2cc(C(=O)N/N=C/c3cccnc3)c3cc(C)cc(C)c3n2)cc1 | -2%[76.3 µM] |
| CN(C)C(=O)NC1c2ccccc2-c2ccccc21 | 4% |
| O=C1CSC(=Nc2cccc([N+](=O)[O-])c2)N1 | 7% |
| COc1ccc(S(=O)(=O)N2CC(=O)Nc3ccccc32)cc1C | 0%[76.3 µM] |
| Cc1ccc(NC(=O)CC(=O)Nc2ccc(C)c(C)c2)cc1C | 3%[76.3 µM] |
| N#Cc1ccc(C(=O)Nn2cnnc2)cc1 | 6% |
| CCc1cccc(C)c1Nc1nc2ccccc2n2cnnc12 | -2% |
| CN(C)C1CCN(C(=O)c2cccc(OC3CCN(S(=O)(=O)N(C)C)CC3)c2)C1 (centres undefined) | -3%[76.3 µM] |
| O=C(CCn1c(=S)oc2ccccc21)Nc1cc([N+](=O)[O-])ccc1F | 1% |
| COc1ccc(S(=O)(=O)N2CCN(C(=O)NCc3ccc(OC)c(OC)c3)CC2)cc1 | -7% |
| O=C(Cn1c(CCCO)nc2ccccc21)Nc1ccccc1-c1ccccc1 | -1% |
| O=C(CSc1ccc(-c2cccnc2)nn1)Nc1ccc(Br)cc1 | 2%[76.3 µM] |
| O=[N+]([O-])c1ccccc1S(=O)(=O)Nc1ccc(S(=O)(=O)N2CCOCC2)cc1 | 0%[76.3 µM] |
| COc1cc(CNc2ccc3[nH]c(=O)[nH]c3c2)ccc1OCc1cccc(C)c1 | ? |
| CCOC(=O)c1sc2c(c1C)c(=O)n(Cc1ccccc1)c(=O)n2CCN(C)C | -13% |
| O=C(c1ccc(CS(=O)Cc2ccccc2Cl)o1)N1CCN(c2ccccn2)CC1 (centres undefined) | 5%[76.3 µM] |
| Cc1c(C)c2ccc(OCC(=O)N[C@@H](Cc3c[nH]c4ccccc34)C(=O)O)cc2oc1=O | -12%[76.3 µM] |
| COc1ccc(S(=O)(=O)NCC(=O)N(CC(=O)NCC2CCCO2)Cc2ccc(F)cc2)cc1 (centres undefined) | -3% |
| COc1cccc(-c2c(C(=O)N/N=C(\C)COc3ccccc3)nnn2-c2nonc2N)c1 | -25%[76.3 µM] |
| Cc1cc(C)c(C#N)c(OCc2ccc(Cl)nc2)n1 | -6% |

Taken from above.
Under GAA glycogen mod, CN(C)C(=O)NC1c2ccccc2-c2ccccc21 is entered as 4%
Under GAA glycogen mod, O=C(CSc1ccc(-c2cccnc2)nn1)Nc1ccc(Br)cc1 is entered as 2%[76.3 µM]
Under GAA glycogen mod, COc1ccc(-c2cc(C(=O)N/N=C/c3cccnc3)c3cc(C)cc(C)c3n2)cc1 is entered as -2%[76.3 µM]

Back to the main list; the six compounds before the break are reprinted first.
| mol | GAA glycogen mod |
| --- | --- |
| CCOC(=O)c1sc2c(c1C)c(=O)n(Cc1ccccc1)c(=O)n2CCN(C)C | -13% |
| O=C(c1ccc(CS(=O)Cc2ccccc2Cl)o1)N1CCN(c2ccccn2)CC1 (centres undefined) | 5%[76.3 µM] |
| Cc1c(C)c2ccc(OCC(=O)N[C@@H](Cc3c[nH]c4ccccc34)C(=O)O)cc2oc1=O | -12%[76.3 µM] |
| COc1ccc(S(=O)(=O)NCC(=O)N(CC(=O)NCC2CCCO2)Cc2ccc(F)cc2)cc1 (centres undefined) | -3% |
| COc1cccc(-c2c(C(=O)N/N=C(\C)COc3ccccc3)nnn2-c2nonc2N)c1 | -25%[76.3 µM] |
| Cc1cc(C)c(C#N)c(OCc2ccc(Cl)nc2)n1 | -6% |
| O=C(NCCCc1ccccc1)C1CCC(=O)N(CCc2ccc(Cl)cc2)C1 (centres undefined) | -6%[76.3 µM] |
| CCOc1ccc(-c2cn(-c3ccccc3OC)c(=S)[nH]2)cc1 | ? |
| Cc1ccc(C(=O)NCCS(=O)(=O)N2CCN(c3ccccc3F)CC2)cc1[N+](=O)[O-] | 9%[76.3 µM] |
| C=CCN(Cc1ccc(OC)c(OC)c1)C(=O)N1CCOCC1 | 2% |
| COC(CNC(=O)c1cn(C)c2ccc(S(=O)(=O)N3CCOCC3)cc2c1=O)OC | 1%[76.3 µM] |
| O=C(CCc1ccccc1)NNC(=O)COc1ccccc1Cl | 3% |
| O=C(CN1CCS(=O)(=O)CC1)N/N=C/c1cccc(C(F)(F)F)c1 | -11%[76.3 µM] |
| CCN1CCCC1CNC(=O)Cn1nc(C)n2c(cc3cc(C)ccc32)c1=O (centres undefined) | -2%[76.3 µM] |
| Cc1cc(C)c(C)c(S(=O)(=O)N2CCC(C(=O)Nc3ccc(S(=O)(=O)N4CCOCC4)cc3)CC2)c1C | 4%[76.3 µM] |
| CC1CC(C)CN(CCCNC(=O)C2CCCN(c3ncnc4c3nc3n4CCCCC3)C2)C1 (centres undefined) | -2% |
| O=C(Nc1ccc(F)cc1)c1cncs1 | -2% |
| COc1cccc(S(=O)(=O)Nc2cccc(C(=O)N3CCCC3)c2)c1 | 2%[76.3 µM] |
| CCOC(=O)c1ccc(-n2c(CCC(=O)O)ccc2-c2ccc(F)cc2)cc1 | -21% |
| O=C(c1ccccc1F)N1CCN(C(=O)C2CC2)CC1 | -10%[76.3 µM] |
| COc1ccc2c(c1OC)C(=O)OC2N1C(=O)CC[C@H]1C(=O)NCC1CCCO1 (some centres undefined) | -2%[76.3 µM] |
| COc1ccc(NC(=O)CSc2ccc(-c3ccco3)nn2)c(OC)c1 | 6%[76.3 µM] |
| O=C(Nc1cccc(-c2cccc(Cl)c2)c1)C1CCN(CC2CCOC2)CC1 (centres undefined) | -10%[76.3 µM] |
| COC(=O)c1cc(CSc2ncnc3sccc23)oc1C | 5% |
| CCc1ccc(NC(=O)NNC(=O)CCc2ccccc2)cc1 | -1%[76.3 µM] |
| O=C1OC2(CCCCC2)CC2=C1C1O[C@](CCCCN3C(=O)c4ccccc4C3=O)(Cc3ccccc31)O2 | 14%[15.3 µM] |
| CCOc1ccc(S(=O)(=O)NCc2cccnc2)cc1 | -6% |
| CN1CCN(CCCNC(=O)c2ccc(/C=C3\Oc4ccccc4N(Cc4ccccc4F)C3=O)cc2)CC1 | -6%[76.3 µM] |
| O=C(NCCCN1CCOCC1)C(=O)NCC1OCCN1S(=O)(=O)c1ccc(Br)cc1 (centres undefined) | 6%[76.3 µM] |
| COc1cc(NC(=O)CCc2nnc3ccc(N4CCC(C)CC4)nn23)cc(OC)c1 | -13%[76.3 µM] |
| Cc1ccc(-n2ncc3c2CC(C)(C)CC3NC(=O)c2cc[n+]([O-])cc2)cc1 (centres undefined) | -4%[76.3 µM] |
| Cc1ccc(N(CC(=O)NCc2ccccc2)C(=O)c2csnn2)c(C)c1 | -3%[76.3 µM] |
| Cc1ccc(S(=O)(=O)CCC(=O)Nc2ccc(Br)cc2)cc1 | -5% |
| O=C(NC(=S)Nc1cccnc1Cl)c1ccc(F)cc1 | -8% |
| COc1ccccc1/C=C1\SC(=O)N(CC(=O)NCCCn2ccnc2)C1=O | 0%[76.3 µM] |
| CCc1ccc(N/C(=N/c2nc(C)cc(C)n2)NC(C)=O)cc1 | 1% |

(list continues)
structure	GAA glycogen mod
Cc1c(CC(=O)NCCCO)c(=O)oc2cc3c(cc12)CCC(C)(C)O3	-2%
COc1ccccc1NC(=O)c1ccc(S(=O)(=O)NCc2ccco2)cc1	-8%[76.3 µM]
O=C(CCC(=O)N(CC(=O)NC1CCCCC1)c1ccccc1F)Nc1nccs1	-6%
COc1ccc(C(C(=O)NC2CCCC2)N(CCO)C(=O)Cn2nnc(-c3ccc(C)o3)n2)cc1OC (centres undefined)	0%
CN1C(=O)NC(c2ccc([N+](=O)[O-])cc2)C2=C1CC(C)(C)CC2=O (centres undefined)	-2%
CCOC(=O)CNC(=O)Cn1cnc2c(oc3ccccc32)c1=O	-1%[76.3 µM]
O=C(Nc1cc(Cl)cc(Cl)c1)c1ccno1	-5%
Cc1ccn(CC(=O)N2CCCC(N3CCN(Cc4ccc5c(c4)OCO5)CC3)C2)n1 (centres undefined)	-1%[76.3 µM]
COc1ccc(CNC(=O)C(C)N(C)Cc2cccc(F)c2)cc1 (centres undefined)	-5%
COc1ccc(/C=C(\NC(=O)c2ccccc2)C(=O)N2CCN(C)CC2)cc1OC	-22%
CCOC(=O)C1=C(CN2CCN(C(=O)c3ccco3)CC2)NC(=O)NC1c1ccc(F)cc1 (centres undefined)	5%[76.3 µM]
O=c1[nH]nc(-c2ccc(NCCO)c([N+](=O)[O-])c2)c2ccccc12	-1%
COc1ccc(OC)c(NC(=O)CN(C)CC(=O)Nc2ccccc2Cl)c1	-4%
CN1CCN(S(=O)(=O)c2ccc3c(c2)oc(=O)n3C)CC1	1%[76.3 µM]
O=C(COc1ccc(S(=O)(=O)N2CCCC2)cc1Cl)NCc1ccccn1	0%[76.3 µM]
O=C(/C=C/c1cccs1)NC1CCCC1	-2%[76.3 µM]
COc1ccccc1CNC(=O)CSc1n[nH]c(N)n1	-4%
COc1cccc(-c2cc(C(=O)NCC3CCCO3)c3cc(Br)cc(C)c3n2)c1 (centres undefined)	6%[76.3 µM]
O/N=C/Cc1[nH]c2ccccc2c1-c1ccccc1	-3%
CN(/N=C/c1cc(Br)cc(Br)c1O)c1ccccc1	4%
CCN(CC)C(=O)c1ccc(S(=O)(=O)Cc2ccc(C)cc2)c([N+](=O)[O-])c1	-4%
COc1cc(C(=O)NCc2nnc(SCC(=O)NC3CCCCC3)o2)cc(OC)c1OC	0%[76.3 µM]
Cc1ccc(Cl)c(OCC(=O)Nc2cccnc2)c1	0%[76.3 µM]
O=C(Nc1c2c(nn1-c1ccc(F)cc1)CS(=O)C2)c1ccc2c(c1)OCO2 (centres undefined)	2%[76.3 µM]
CC(=O)c1ccc(N2C(=NC(=O)C3CCCCC3)SC3CS(=O)(=O)CC32)cc1 (centres undefined)	1%[76.3 µM]
Cc1cc(S(=O)(=O)NCC2CCCO2)c(C)cc1Br (centres undefined)	-10%[76.3 µM]
CCCOc1ccccc1/C=C1/C(=O)ON=C1C	3%
COc1ccccc1NS(=O)(=O)c1ccc2ccccc2c1	0%
O=C(c1cc2c(=O)n3ccccc3nc2s1)N1CCN(c2cccc(Cl)c2)CC1	-8%
COc1ccccc1N1CCN(C(=O)c2cc(-c3ccc(F)cc3)[nH]c2C)CC1	-2%

Pulled by compound from above (two):
structure	GAA glycogen mod
O=C(Nc1cc(Cl)cc(Cl)c1)c1ccno1	-5%
COc1ccc(OC)c(NC(=O)CN(C)CC(=O)Nc2ccccc2Cl)c1	-4%

Later entries.
structure	GAA glycogen mod
O=C(c1ccc(CS(=O)Cc2ccc(Cl)cc2)o1)N1CCN(c2cccc(Cl)c2)CC1 (centres undefined)	-1%[76.3 µM]
O=C(CCC(=O)Nc1ccccc1Cl)NN=C1CCCC1	6%[76.3 µM]
O=C(NCCS(=O)(=O)N1CCN(c2ccc(F)cc2)CC1)c1ccc(Br)o1	3%[76.3 µM]
Cn1c(CC(=O)Nc2ccccc2F)nnc1SCC(=O)N1CCOCC1	3%[76.3 µM]
O=C(COc1ccccc1Cl)NCCCNC(=O)c1ccccn1	-10%[76.3 µM]
Cc1nn(Cc2ccc(C(=O)N/N=C/c3ccncc3)o2)c(C)c1Cl	1%[76.3 µM]
COc1ccc(NC(=O)N2CCCc3cc(C)ccc32)c(OC)c1	-6%[76.3 µM]
CC(=O)Nc1ccc(S(=O)(=O)c2ccc([N+](=O)[O-])cc2)cc1	4%
O=C(COc1ccc(F)c(Cl)c1)N1CCN(c2ccccn2)CC1	4%[76.3 µM]
COc1cc(/C=C2\C(=N)N3N=C(S(C)(=O)=O)SC3=NC2=O)cc(OC)c1OCCOc1cccc(C)c1	5%
Cc1cccc(C(=O)NCCC(=O)Nc2ccc(C)c(F)c2)c1	1%
Cc1ccc(N(CC(O)CN2CCCCC2)S(=O)(=O)c2ccccc2)cc1 (centres undefined)	-6%[76.3 µM]
CC(C)(C)Cc1nnc(NC(=O)CCC2CCCCC2)s1	2%
COc1cccc(/C=C2\CCC(C3CCCC3)C2=O)c1OC (centres undefined)	-3%
O=C(N/N=C/c1ccc[nH]1)c1cc2ccccc2cc1O	-1%
CN(CCOc1ccc(Br)cc1)CC(O)COc1ccc(C#N)cc1 (centres undefined)	7%
Cc1coc2c1c(C)cc1oc(=O)c(CC(=O)N[C@@H](CC(C)C)C(=O)O)c(C)c12	-6%
CCC(=O)N1CCN=C1SCc1cccc(F)c1	-2%[76.3 µM]

Some of the entries so far, field by field.
structure: O=C(COc1ccccc1Cl)NCCCNC(=O)c1ccccn1
- GAA glycogen mod = -10%[76.3 µM]
structure: CCC(=O)N1CCN=C1SCc1cccc(F)c1
- GAA glycogen mod = -2%[76.3 µM]
